Assay outcomes (PubChem BioAssay)
LMNA splice mod: qHTS Assay for Modulators of Lamin A Splicing. actives 0.01% (n = 200,000). Potency, µM (titrated, usually from 46.1 µM), for the others: at the highest dose ratio change, negative = inhibition, actives largely listed as inhibitors. AID 1487, 2009. HeLa LMNA splicing GFP/RFP minigene ratio, 48 h; active means well fitted inhibition curve with a large enough effect in the signal ratio, with a control signal flat, not every such curve was filed as active; inconclusive means small, poorly fitted or top-dose-only effect, or effect the other way, or a change in a side signal; the % refers to the signal ratio; further: on the % scale 0 is the no-effect control and ±100 the full control effect
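Read-out is the ratio of GFP to DsRed2 object intensity, acquired by 488 nm laser-scanning cytometry on HeLa lamin A-EGFP minigene reporter cells. Compound incubation 48 hrs at 37 °C in Opti-MEM with 2% FBS; DMSO 0.5% final.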
Tau ThT inhib: qHTS for Inhibitors of Tau Fibril Formation, Thioflavin T Binding. Potency, µM (titrated, usually from 57.4 µM), for inactives: at the top dose activity, negative = inhibition, usual class: inhibitors. Microtubule-associated protein tau (Homo sapiens), P10636. actives 2.1% (n = 270,000). recombinant tau K18 P301L (four-repeat tau fragment), heparin-induced fibrillization, ThT fluorescence; further: on the % scale 0 is the no-effect control and ±100 the full control effect; nearly all actives have a fitted effect of over 55% in size
Target sequence (P10636 561-689 P618L limits assumed): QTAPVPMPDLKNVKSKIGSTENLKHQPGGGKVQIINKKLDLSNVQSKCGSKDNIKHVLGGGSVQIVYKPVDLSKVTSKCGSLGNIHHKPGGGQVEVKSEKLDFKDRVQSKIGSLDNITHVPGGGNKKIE
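Recombinant human tau K18 fragment […] carrying P301L, 15 uM unlabeled plus 0.24 uM Alexa 594-labeled, was fibrillized with 20 uM heparin in 100 mM sodium acetate pH 7 for 6 hr at 37 C; 30 uM ThT fluorescence read after 1 hr.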
Luc counter: Counterscreen for Luciferase (Kinase-Glo TM) Inhibition | Kinase-Glo luciferase, ATP luminescence, 8 min | Potency, µM (titrated, usually from 38.3 µM), inactives show at the top dose activity change, negative = inhibition, actives largely listed as inhibitors | actives 0.28% (n = 200,000) | Luciferin 4-monooxygenase (Photuris pensylvanica), Q27757 | AID 1379, 2008; further: on the % scale 0 is the no-effect control and ±100 the full control effect; nearly all actives have a fitted effect of over 60% in size
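Recombinant Kinase-Glo luciferase, 10 uM ATP (linear range), luciferin; imidazole pH 7.2 / KCl / MgCl2 / Tween / BSA buffer; 8 min RT; luminescence.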
L3MBTL1 inh: qHTS Assay for the Inhibitors of L3MBTL1; AlphaScreen L3MBTL1–H3K9me1 peptide binding; Potency, µM (titrated, usually from 57.1 µM), without a hit: top-dose activity, negative = inhibition, most hits filed as inhibitors; actives 0.66% (n = 230,000); AID 485360, 2010; Lethal(3)malignant brain tumor-like protein 1 (Homo sapiens), Q9Y468; further: on the % scale 0 is the no-effect control and ±100 the full control effect; nearly all actives have a fitted effect of over 60% in size
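Displacement of a biotinylated histone H3(1-15) peptide monomethylated at Lys9 (75 nM) from L3MBTL1 (50 nM) was measured by AlphaScreen after a 30 min room-temperature compound incubation; cefsulodin titration served as intraplate control.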
RECQ1 helicase: qHTS Assay for Inhibitors of RecQ-Like Dna Helicase 1 (RECQ1) | actives 0.54% (n = 240,000) | Potency, µM (series often up to 57.3 µM), inactives show at the top dose activity, negative = inhibition, actives largely listed as inhibitors | AID 2549, 2010 | RECQ1 DNA unwinding, red fluorescence kinetic read | ATP-dependent DNA helicase Q1 (Homo sapiens), P46063;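 further: plate controls were vehicle for no effect and no enzyme for full effect; nearly all actives have a fitted effect of over 30% in size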
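50 nM RECQ1T1 preincubated 15 min with compound in Tris pH 8.0 buffer with MgCl2, DTT, Tween-20 and 2.5 ug/ml poly(dI-dC); started with 200 nM TAMRA/BHQ-2 forked duplex and 2 mM ATP. Unwinding read as fluorescence (525/598 nm), two reads 2 h apart.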
KDM4E inh: qHTS Assay for Inhibitors of Human Jumonji Domain Containing 2E (JMJD2E) | Lysine-specific demethylase 4E (Homo sapiens), B2RXH2 | JMJD2E catalytic domain, FDH-coupled NADH fluorescence (FDH is formaldehyde dehydrogenase) | Potency, µM (top dose mostly 57.1 µM), for the others: at the highest dose activity change, negative = inhibition, usual class: inhibitors | actives 1.6% (n = 230,000); active means well fitted inhibition curve with a large enough effect, not every such curve was filed as active; inconclusive means small, poorly fitted or top-dose-only effect, or another doubt; inactive means no such curve, though single readings can be large or run the other way;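 further: 0% = wells with enzyme and -100% = buffer wells without enzyme; nearly all actives have a fitted effect of over 50% in size; many of its hits are not listed in these tables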
Target sequence (B2RXH2 1-337 limits assumed): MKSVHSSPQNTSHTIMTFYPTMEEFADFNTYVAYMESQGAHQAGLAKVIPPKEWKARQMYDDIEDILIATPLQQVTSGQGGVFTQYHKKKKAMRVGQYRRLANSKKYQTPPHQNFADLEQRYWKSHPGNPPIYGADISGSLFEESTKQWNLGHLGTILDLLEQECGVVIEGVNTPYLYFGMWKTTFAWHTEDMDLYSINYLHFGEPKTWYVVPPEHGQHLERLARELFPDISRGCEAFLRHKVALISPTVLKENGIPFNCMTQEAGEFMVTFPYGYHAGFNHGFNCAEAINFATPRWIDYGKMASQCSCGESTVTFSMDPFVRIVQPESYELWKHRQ
ALDH1A1 inh: qHTS Assay for Inhibitors of Aldehyde Dehydrogenase 1 (ALDH1A1) | Aldehyde dehydrogenase 1A1 (Homo sapiens), P00352 | Purified ALDH1A1, NADH fluorescence, propionaldehyde substrate | Potency, µM (highest dose often 75.3 µM), without a hit: at the top dose activity, negative = inhibition, most hits filed as inhibitors | AID 1030, 2008 | actives 7.3% (n = 220,000); active means well fitted inhibition curve with a large enough effect, not every such curve was filed as active; inconclusive means small, poorly fitted or top-dose-only effect, or another doubt; inactive means no such curve, though single readings can be large or run the other way;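 further: plate controls were no enzyme wells and a reference inhibitor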
Target sequence (P00352 whole entry, looked up): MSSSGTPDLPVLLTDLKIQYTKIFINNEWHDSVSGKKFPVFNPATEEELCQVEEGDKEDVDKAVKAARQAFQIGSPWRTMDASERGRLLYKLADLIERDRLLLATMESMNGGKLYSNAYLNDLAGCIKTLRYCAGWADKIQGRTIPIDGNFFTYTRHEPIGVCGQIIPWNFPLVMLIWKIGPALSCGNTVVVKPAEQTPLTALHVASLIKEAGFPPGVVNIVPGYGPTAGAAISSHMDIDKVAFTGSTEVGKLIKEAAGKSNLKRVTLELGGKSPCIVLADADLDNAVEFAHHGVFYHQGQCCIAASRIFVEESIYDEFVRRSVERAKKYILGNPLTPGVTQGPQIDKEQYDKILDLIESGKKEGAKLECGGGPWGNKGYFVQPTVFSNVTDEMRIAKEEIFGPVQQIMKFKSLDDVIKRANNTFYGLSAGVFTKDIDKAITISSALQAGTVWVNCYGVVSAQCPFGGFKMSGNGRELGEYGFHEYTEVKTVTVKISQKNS
SMN2 splice enh: qHTS Assay for Enhancers of SMN2 Splice Variant Expression | Potency, µM (titrated, usually from 46.1 µM), inactives show at the highest dose activity change, positive = activation, most hits filed as activators | HEK293 SMN2-luciferase splicing reporter, luminescence, 30-36 h | actives 2.8% (n = 210,000); further: % of control where 0% means no effect; nearly all actives have a fitted effect of over 55% in size
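HEK293 cells carry an SMN2 minigene-luciferase reporter in which exon 7 inclusion puts luciferase in frame. Cells were seeded at 2000 cells/well, attached for 10-12 hours, then exposed to compounds for 30-36 hours at 37C before ONE-Glo luminescence.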
* = called active by the depositor; i = inactive; ? = inconclusive; / = not tested or not shown; [ ] = another dose, or the depositor's remark. Unless noted, the call rests on the fitted dose curve; in most records, active means well fitted curve in the direction sought with a large enough effect; inconclusive means small, poorly fitted or top-dose-only effect, or another doubt; inactive means no such curve, though single readings can be large; an effect the other way counts as inactive or inconclusive. Potency means the concentration at half of the fitted maximal effect. Not all compounds are listed; rates above refer to the full screens.

The opening three entries, ahead of the listing:
SMILES	LMNA splice mod	Tau ThT inhib	Luc counter	L3MBTL1 inh	RECQ1 helicase	KDM4E inh	ALDH1A1 inh	SMN2 splice enh
O=C(CC1N=C(Cc2ccccc2)NNC1=O)N/N=C/c1ccc([N+](=O)[O-])cc1 (stereo not given)	10%[46 µM]	-11%	2%	3%	i	10%	1%	-11%
CC(C)(CNC(=O)/C=C/c1ccc(F)cc1)CNC(=O)/C=C/c1ccc(F)cc1	?	2%	-1%	-13%	-11%	-3%	-5%	35%
COC(=O)c1ccc(COC(=O)CCC(=O)c2cccs2)cc1	-9%	-11%	0%	9%	-5%	1%	3%	16%

The listing, from the first entry:
SMILES	LMNA splice mod	Tau ThT inhib	Luc counter	L3MBTL1 inh	RECQ1 helicase	KDM4E inh	ALDH1A1 inh	SMN2 splice enh
O=C(CC1N=C(Cc2ccccc2)NNC1=O)N/N=C/c1ccc([N+](=O)[O-])cc1 (stereo not given)	10%[46 µM]	-11%	2%	3%	i	10%	1%	-11%
CC(C)(CNC(=O)/C=C/c1ccc(F)cc1)CNC(=O)/C=C/c1ccc(F)cc1	?	2%	-1%	-13%	-11%	-3%	-5%	35%
COC(=O)c1ccc(COC(=O)CCC(=O)c2cccs2)cc1	-9%	-11%	0%	9%	-5%	1%	3%	16%
COc1ccc(CC(=O)n2[nH]c(=O)ccc2=O)cc1OC	/	-14%	/	3%	-5%	3%	/	/
Cc1cc(C(=O)N/N=C/c2ccc(OC(=O)c3ccccc3Br)cc2)n[nH]1	2%[46 µM]	?	3%	-2%	i	-3%	10%	-20%
O=c1[nH]c(CN2CCN(c3ccc(O)cc3)CC2)nc2scc(-c3ccc(Cl)cc3)c12	/	6%	6%	?	i	1%	1%	-79%[inhibitor]
CCCC(=O)Nc1nnc(-c2ccccc2)o1	/	1%	/	3%	i	-4%	11%	/
O=C(c1cnccn1)N(Cc1cccs1)C1(C(=O)NC2CCCC2)CCCCC1	-5%	-7%	1%	7%	-7%	6%	6%	9%
CCOc1ccc(-n2c(SCC(=O)Nc3ccc4c(c3)OCCO4)nc3c(c2=O)SCC3)cc1	2%	-9%	-2%	-5%	-3%	-8%	-15%	-17%
O=C(NNS(=O)(=O)c1ccc(Cl)cc1)c1sccc1-n1cccc1	11%	-5%	-4%	-8%	-1%	-1%	?	1%
COc1ccc(S(=O)(=O)N2CCCC(C(F)(F)F)C2)cc1 (stereo not given)	/	1%	-1%	12%	i	-1%	-1%	-15%
CN1CCN(c2c(F)cc3c(=O)c(C(=O)O)cn4c3c2OCN4C)CC1	-34%	-3%	/	-12%	2%	?	/	/
CCCCOc1ccc(C(=O)OCC(=O)Nc2cc(C)on2)cc1	13%[46 µM]	4%	6%	-1%	-5%	-2%	5%	9%
O=C(CSc1nnc(-c2ccc(Cl)s2)o1)N1CCc2ccccc21	0%	-13%	11%	-6%	-12%	17%	14%	-1%
CN(C)c1cc[n+](CC(=O)c2ccc(-c3ccccc3)cc2)cc1	?	-16%	0%	/	20%	1%	?	-100%[inhibitor]
CC(C)CC(=O)c1c[nH]c(C(=O)O)c1	/	-1%	-2%	/	0%	-1%	2%	18%
CCOC(=O)C(=CNc1ccc(C(F)(F)F)cc1Cl)C(=O)OCC	/	-11%	/	13%	i	-18%	-1%	/
CCSc1cc(N2CCCC2)nc(-c2ccccc2Cl)n1	-4%	-11%	0%	36%[activator]	-7%	-1%	4%	-12%
COc1ccc(C(=O)NCCN2CCOCC2)cc1OC	-5%	0%	3%	-1%	-4%	4%	-4%	0%
Cn1c(=O)c2c(=O)cc(N)[nH]c2n(C)c1=O	/	-14%	/	3%	-2%	8%	-4%	/
CC(C)CNS(=O)(=O)c1ccc(CCC(=O)N2CCN(Cc3ccc4c(c3)OCO4)CC2)cc1	?	-7%	1%	5%	i	11%	-5%	-62%[inhibitor]
COc1cc2c(cc1NC(=O)CSc1ccccc1)oc1ccccc12	?	-8%	0%	19%	-2%	?	?	-1%
COc1ccc(NC(=S)Nc2cccc(Cl)c2)cc1OC	5%[46 µM]	?	-1%	-13%	i	-14%	?	-5%
COc1cc(C(C(=O)NC2CCCCC2)N(Cc2ccco2)C(=O)c2cnccn2)cc(OC)c1OC (stereo not given)	?	-3%	-2%	1%	12%	-8%	-2%	/
Cc1ccc(-c2nc(C#N)c(N3CCCCC3)o2)cc1	2%	?	0%	-25%	-3%	?	?	-5%
CCCCN(C)C(=O)Cn1cnc2sc(C)cc2c1=O	2%	-2%	-1%	-6%	-3%	2%	2%	-13%
Cc1nc(Nc2ccc(F)cc2)nc(Nc2ccc(F)cc2)c1[N+](=O)[O-]	/	-5%	/	40%[activator]	-15%	5%	/	/
CCN(CC)CCN1C(=O)C(O)=C(C(=O)c2ccco2)C1c1ccccn1 (stereo not given)	4%	?	15%	/	-3%	?	?	-3%
CCN1CCN(c2ccc(N=Cc3ccc(O)cc3O)cc2)CC1	/	16µM*	-1%	-16%	i	14µM*	-6%	-9%
CCc1ccc2[nH]c3nc(C)cc(C)c3c(=O)c2c1	-15%	-8%	1%	10%	i	?	?	?
Cc1ccnc(SCCn2c(N3CCN(C)CC3)nc3c2c(=O)n(C)c(=O)n3C)n1	/	-6%	/	-4%	i	4%	/	/
COc1cc2c(cc1OC)CN(C(=O)C1(c3ccccc3)CC1)CC2	-6%	-10%	-7%	-6%	27%	-9%	-5%	-8%
CCCOc1ccc(N2C(=O)CC(NCCNc3ccc(S(=O)(=O)CC)cc3)C2=O)cc1 (stereo not given)	-2%	-11%	-2%	1%	-5%	8%	?	3%
Cc1ccc(NC(=O)COC(=O)c2ccc([N+](=O)[O-])s2)c(C)c1	?	-5%	3%	-17%	-6%	2%	?	-4%
C=C1Cc2c(Cl)cc3[nH]c4c5c3c2[C@@]2(O)[C@@H]1C[C@@H]2C(C)(C)O[C@H]5[C@@H]1CC[C@@]2(O)[C@@]35O[C@@H]3[C@@H](O)[C@@H](C(=O)O)O[C@H]5CC[C@]2(C)[C@@]41C	/	-19%	/	/	i	/	-6%	17%
O=C(O)C1C2C=CC(O2)C1C(=O)Nc1ccc(S(=O)(=O)Nc2ccccc2)cc1 (stereo not given)	-16%	1%	0%	-17%	2%	-2%	1.1µM*	14%
O=C1c2ccccc2NC2CCCCCN12 (stereo not given)	-9%	-4%	-1%	2%	2%	14%	?	-16%
O=C(CCCCl)NC1=NN(c2ccccc2)C(=O)C1	1%	?	1%	-7%	-9%	-30%	8.9µM*	25%
C=CCn1c(=O)c2ccccc2n2nnc(C(=O)OCC)c12	/	-6%	/	5%	0%	?	/	/
CC1CSc2ccccc2NC1=S (stereo not given)	-2%	-9%	-3%	-5%	-8%	11%	?	7%
CN(CCn1ccnc1)Cc1cn(Cc2ccccc2)nc1-c1ccc2c(c1)OCO2	/	-9%	/	-14%	3%	0%	/	/
COc1ccc(NC(=O)c2ccc(NC(=O)C(C)C)cc2)c([N+](=O)[O-])c1	?	-6%	0%	2%	-15%	-4%	-3%	12%
CCCCCCNCc1ccc(Br)cc1	?	-14%	/	15%	-5%	1%	3%	/
CCOCCn1c(-c2ccccc2)nc2ccccc21	/	-4%	/	8%	10%	?	/	/
O=C1CCCC(O)=C1C=Nc1ccc(O)cc1	-7%	-11%	1%	2%	i	-11%	3%	-19%
O=C(Nc1nnc(CCN2CCCCC2)s1)c1ccccc1	/	-5%	-1%	/	-5%	5%	?	-21%
CC1(CC(=O)N/N=C/c2ccc(-c3ccc(C(=O)O)cc3)o2)OCCO1	1%	-8%	0%	2%	-8%	?	?	0%
C=CCn1c(SCc2nc3sc(C(=O)O)c(C)c3c(=O)[nH]2)nnc1-c1ccccc1	4%[46 µM]	-12%	-1%	-19%	i	5%	?	4%
O=S(=O)(NC12CC3CC(CC(C3)C1)C2)c1ccc(F)cc1	?	-8%	20%	/	i	2%	?	3%
COc1ccccc1OCCn1c(=O)oc2ccc(C)cc21	/	2%	2%	11%	-7%	1%	1%	/
CN(Cc1ccccc1)c1ccc(N2C(=O)CCCC2=O)cc1[N+](=O)[O-]	?	-16%	0%	-1%	-4%	-4%	14%	9%
COc1ccc(-c2nc(N)ncc2-c2csc(C)n2)c(O)c1OC	?	-6%	0%	/	-3%	-1%	4%	-33%[inhibitor]
O=C(O)c1ccc(NS(=O)(=O)/C=C/c2ccccc2)cc1	7%	-2%	3%	/	2%	-3%	-12%	18%
Nc1nnc(SCC(=O)c2ccc3c(c2)NC(=O)CO3)s1	/	-16%	-3%	8%	i	11%	-12%	/
Cc1cc(C)c(CSc2ncnc3nc[nH]c23)c(C)c1	/	16%	0%	5%	-6%	5%	12%	/
CCOC(=O)c1[nH]c2ccc(OC)cc2c1NC(=O)C(C)N1CCC2(CC1)OCCO2 (stereo not given)	?	-6%	-1%	39%[activator]	i	?	?	1%
Cc1coc(C)c1C(=O)CC1(O)C(=O)N(Cc2ccccc2)c2ccccc21 (stereo not given)	5%	-4%	11%	/	i	0%	4.5µM*	-12%
CC(C)(C)C(=O)Nc1nc(NC(=O)C(C)(C)C)nc(-c2ccccc2Cl)n1	/	-16%	/	4%	i	-5%	/	/
CCC(=O)Nc1sc2c(c1C#N)CC(C)(CC)OC2 (stereo not given)	11%	0%	0%	5%	-3%	-1%	-7%	3%
